NPR2 activator: GC-B (human) receptor activation. P20594. HEK293-GC-B cells, CNP EC30, cGMP TR-FRET; 0% at EC30 CNP, 100% saturating CNP. activation, % at 10 µM. 370,000 tested, 0.11% active;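 active means activation at 10 µM reaching about 35% in either raw or pattern-adjusted values, limit read from the data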
ADAM10 inh: inhibits human ADAM10. O14672. recombinant ADAM10, EDANS/DABCYL FRET peptide cleavage, 3 h. inhibition, % at 7 µM. 370,000 tested, 0.62% active. AID 720582;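 active means inhibition above a per-campaign cutoff equal to the mean of compounds falling between control-based bounds plus 3 SD, cut at about 20% in these data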;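 further: 0% = DMSO wells while the 100% control is not disclosed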
Target sequence (O14672 214-748 limits assumed): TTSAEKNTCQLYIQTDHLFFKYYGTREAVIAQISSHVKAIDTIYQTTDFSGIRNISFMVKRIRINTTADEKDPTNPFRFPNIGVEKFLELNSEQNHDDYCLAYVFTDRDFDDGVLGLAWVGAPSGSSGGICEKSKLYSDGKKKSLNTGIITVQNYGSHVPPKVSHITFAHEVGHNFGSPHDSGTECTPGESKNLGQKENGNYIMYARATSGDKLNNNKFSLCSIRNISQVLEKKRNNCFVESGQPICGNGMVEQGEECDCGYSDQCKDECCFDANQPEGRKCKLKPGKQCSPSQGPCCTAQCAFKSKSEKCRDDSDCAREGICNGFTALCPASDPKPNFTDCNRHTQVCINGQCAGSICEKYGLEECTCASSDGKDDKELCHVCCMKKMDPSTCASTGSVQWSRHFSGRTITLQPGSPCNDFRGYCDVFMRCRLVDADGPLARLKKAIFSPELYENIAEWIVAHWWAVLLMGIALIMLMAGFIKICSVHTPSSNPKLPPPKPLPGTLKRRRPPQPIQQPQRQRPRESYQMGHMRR
ssDAF12 agonist: activators of S. stercoralis DAF-12 nuclear receptor; AID 652126; HEK293 ssDAF-12/GRIP1 lit1-tk-luc reporter, luminescence; % of 3 µM dafachronic acid response; 370,000 tested, 1% active; activation, % at 6.8 µM;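 active means activation above the mean over all tested compounds plus 3 SD, cut at about 0.9% in these data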;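 further: 0% = DMSO-only wells and 100% = 3 µM delta7-dafachronic acid wells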
hgDAF12 agonist: agonists of H. glycines DAF-12 nuclear receptor. HEK293 GAL4-hgDAF12 UAS-luciferase reporter, agonist luminescence; normalized to butyrate control. activation, % at 6.8 µM. 370,000 tested, 1.8% active;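 active means activation above a cutoff set at the mean of all screened compounds plus 3 SD, cut at about 10% in these data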;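 further: 0% = DMSO wells and 100% = sodium butyrate wells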
FXN GAA850 act: increases GAA850 frataxin promoter reporter activity; AID 540364; HEK293 lucGAA850 FXN promoter luciferase reporter, 24 h; percent of 10 µM SAHA response; activation, % at 6 µM; 360,000 tested, 0.56% active;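 active means activation above the average of all compounds screened plus 3 SD, cutoff fixed separately per campaign, cut at about 7.5% in these data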;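 further: 0% = DMSO wells and 100% = 10 µM SAHA wells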
NPR1 activator: GC-A (human) enzyme activation; P16066; HEK293 GC-A cells, cGMP TR-FRET, EC30 ANP; 0% at EC30 ANP, 100% saturating ANP; activation, % at 10 µM; 370,000 tested, 0.14% active; AID 1671463; in the data active means activation above about 40%
DAX1 inh-1: blocks DAX1 repression of SF-1 activated StAR promoter | HEK293T StAR-luciferase reporter, SF-1/DAX-1 repression relief | inhibition, % at 6.8 µM | 370,000 tested, 1.1% active | AID 652010;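 active means inhibition above the mean over all tested compounds plus 3 SD, cut at about 3.6% in these data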;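 further: 0% = DAX-1 cells with DMSO and 100% = cells lacking DAX-1 with DMSO; higher inhibition means more luminescence from relief of DAX-1 repression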
hcDAF-12 act: activators of H. contortus DAF-12 nuclear receptor; HEK293 hcDAF-12 lit1-tk-luc reporter, luminescence; 0% DMSO, 100% Δ7-dafachronic acid; activation, % at 6.8 µM; 370,000 tested, 1.4% active; AID 652067;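 active means activation above the mean of all tested compounds plus 3 SD, cut at about 5.5% in these data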;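 further: 100% = response to 3 µM Δ7-dafachronic acid high control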
SMARCA2 act: activators of SMARCA2 function; MG213 cells, MMTV-luciferase reporter, dexamethasone, overnight; activation, % at 9.1 µM; 370,000 tested, 1% active; in the data active means activation above about 7.8%;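 further: 0% = vehicle wells and 100% = reference activator wells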
sPLA2-III inh: Inhibits HGIII-sPLA2 liposome hydrolysis, primary screen. QFRET BODIPY PC-A2 liposome hydrolysis, fluorescence. 370,000 tested, 0.56% active. Q9NZ20. inhibition, % at 12.2 µM;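 active means inhibition above mean plus 3 SD of compounds lying within the high and low control bounds, cut at about 19% in these data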;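 further: 0% = median of test compound wells and 100% = no enzyme DMSO wells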
DAX1 inh-2: inhibits human nuclear receptor DAX1. 340,000 tested, 0.99% active. inhibition, % at 6.75 µM. AID 504766. HEK293 Gal4-DAX1 luciferase reporter, luminescence;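 active means inhibition above the mean over all tested compounds plus 3 SD, cut at about 4.2% in these data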;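 further: 0% = DAX1-transfected cells with DMSO and 100% = empty-vector control cells with DMSO; inhibition shows as a rise in luminescence from relieved DAX1 repression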
Target sequence (P51843 207-470 limits assumed): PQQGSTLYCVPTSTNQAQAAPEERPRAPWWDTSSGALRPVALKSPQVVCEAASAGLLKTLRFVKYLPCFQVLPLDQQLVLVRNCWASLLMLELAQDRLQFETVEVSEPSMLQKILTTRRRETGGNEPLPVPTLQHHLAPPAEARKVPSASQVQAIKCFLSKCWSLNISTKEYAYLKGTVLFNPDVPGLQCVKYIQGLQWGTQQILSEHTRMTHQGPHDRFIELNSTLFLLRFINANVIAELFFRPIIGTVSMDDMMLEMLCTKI
The depositor's hits bear a star.

Results for O=C(c1ccc(NS(=O)(=O)c2ccc(Cl)c(Cl)c2)cc1)N1CCOCC1 ?
NPR2 activator: -4; ADAM10 inh: 3; ssDAF12 agonist: -1.2; hgDAF12 agonist: -0.6; FXN GAA850 act: 0.4; NPR1 activator: 0; DAX1 inh-1: 2.0; hcDAF-12 act: -0.5; SMARCA2 act: -2; sPLA2-III inh: -17; DAX1 inh-2: 0.3

Results for COc1ccc(CN2C[C@@H](CO)O[C@@H](n3cnc4c(NCCCO)ncnc43)C2)cc1 ?
NPR2 activator: -4; ADAM10 inh: -9; ssDAF12 agonist: -1.1; hgDAF12 agonist: 1.9; FXN GAA850 act: -0.7; NPR1 activator: 3; DAX1 inh-1: 0.0; hcDAF-12 act: -1.4; SMARCA2 act: 3; sPLA2-III inh: 7

How did CN(C(=O)COC(=O)COc1ccc(Cl)cc1Cl)c1c(N)n(Cc2ccccc2)c(=O)[nH]c1=O do in these assays?
NPR2 activator: 3; ADAM10 inh: -6; ssDAF12 agonist: -1.4; hgDAF12 agonist: 1.2; FXN GAA850 act: 0.6; NPR1 activator: 4; DAX1 inh-1: 0.8; hcDAF-12 act: -0.2; SMARCA2 act: -1; sPLA2-III inh: -41; DAX1 inh-2: -0.1

How did O=C(CSc1nc2ccc(Nc3nc(N4CCCC4)nc(N4CCCC4)n3)cc2s1)NCc1ccco1 do in these assays?
NPR2 activator: 1; ADAM10 inh: -2; ssDAF12 agonist: -1.4; hgDAF12 agonist: -0.5; FXN GAA850 act: 1.8; NPR1 activator: -8; DAX1 inh-1: -0.3; hcDAF-12 act: -0.8; SMARCA2 act: -5; sPLA2-III inh: 11; DAX1 inh-2: -0.6

How did CCn1cc(Br)c(C(=O)Nc2ccc(F)cc2F)n1 do in these assays?
NPR2 activator: 2; ADAM10 inh: -2; ssDAF12 agonist: 0.0; hgDAF12 agonist: 3.2; FXN GAA850 act: 0.6; NPR1 activator: 5; DAX1 inh-1: 0.2; hcDAF-12 act: 0.3; SMARCA2 act: 0; sPLA2-III inh: 4; DAX1 inh-2: 1.5

What do the screens show for `O=C(NNC(=S)Nc1ccc(Br)cc1)c1ccccc1Br`?
NPR2 activator: 5; ADAM10 inh: 12; ssDAF12 agonist: -0.5; hgDAF12 agonist: 6.5; FXN GAA850 act: 3.3; NPR1 activator: 3; DAX1 inh-1: -0.3; hcDAF-12 act: 1.7; SMARCA2 act: 1; sPLA2-III inh: 35*; DAX1 inh-2: 0.3

What do the screens show for `CN(CCOc1ccccc1)C(=O)C1CCC(=O)N(CCc2ccc(Cl)cc2)C1` (configuration not stated)?
NPR2 activator: -6; ADAM10 inh: -9; ssDAF12 agonist: -0.6; hgDAF12 agonist: 2.7; FXN GAA850 act: 2.1; NPR1 activator: -8; DAX1 inh-1: 2.9; hcDAF-12 act: 0.7; SMARCA2 act: 4; sPLA2-III inh: -4; DAX1 inh-2: 0.5

How did Cc1ccc(C2CC(=O)C=C(Nc3ccc(Cl)cc3)C2)cc1 (configuration not stated) do in these assays?
NPR2 activator: -2; ADAM10 inh: -8; ssDAF12 agonist: -1.2; hgDAF12 agonist: -1.3; FXN GAA850 act: -0.1; NPR1 activator: 3; DAX1 inh-1: -0.1; hcDAF-12 act: -1.1; SMARCA2 act: 9.9*; sPLA2-III inh: -7; DAX1 inh-2: 0.8

How did Cc1ccnc(NS(=O)(=O)c2ccc(NC(=O)CCc3ccccc3)cc2)n1 do in these assays?
NPR2 activator: 7; ADAM10 inh: -1; ssDAF12 agonist: -1.0; hgDAF12 agonist: 1.6; FXN GAA850 act: 2.2; NPR1 activator: 4; DAX1 inh-1: 0.2; hcDAF-12 act: -0.5; SMARCA2 act: -2; sPLA2-III inh: -8; DAX1 inh-2: 1.5

Results for Clc1ccc(-[n+]2c(-c3cccc(Br)c3)[nH]c3nc4ccccc4nc32)cc1 ?
NPR2 activator: 2; ADAM10 inh: -3; ssDAF12 agonist: -1.9; hgDAF12 agonist: 0.5; FXN GAA850 act: 0.2; NPR1 activator: -7; DAX1 inh-1: 0.4; hcDAF-12 act: 2.2; SMARCA2 act: -5; sPLA2-III inh: 0

Results for COc1ccc(CS(=O)(=O)CC(C)(O)c2ccccc2Cl)cc1 (configuration not stated) ?
NPR2 activator: -1; ADAM10 inh: -4; ssDAF12 agonist: -1.7; hgDAF12 agonist: -3.6; FXN GAA850 act: -1.8; NPR1 activator: -6; DAX1 inh-1: 0.0; hcDAF-12 act: -0.5; SMARCA2 act: 0; sPLA2-III inh: -4; DAX1 inh-2: 0.7

What do the screens show for `Cc1nnc(-n2ncc(C#N)c2N)c2nn(-c3cccc(Cl)c3)c(C)c12`?
NPR2 activator: -14; ADAM10 inh: -10; ssDAF12 agonist: -0.6; hgDAF12 agonist: 0.9; FXN GAA850 act: -2.4; NPR1 activator: -5; DAX1 inh-1: 0.0; hcDAF-12 act: -0.8; SMARCA2 act: -2; sPLA2-III inh: 5; DAX1 inh-2: -0.2

Results for COc1ccc(N(CC(=O)N2CCOCC2)S(C)(=O)=O)cc1Cl ?
NPR2 activator: 2; ADAM10 inh: 0; ssDAF12 agonist: 0.3; hgDAF12 agonist: -0.1; FXN GAA850 act: -0.2; NPR1 activator: -1; DAX1 inh-1: 0.3; hcDAF-12 act: -0.3; SMARCA2 act: 0; sPLA2-III inh: 3; DAX1 inh-2: 1.8

Results for O=C(CSc1nc2ccccc2o1)c1ccccc1 ?
NPR2 activator: 0; ADAM10 inh: 0; ssDAF12 agonist: -0.7; hgDAF12 agonist: 3.4; FXN GAA850 act: 0.6; NPR1 activator: 0; DAX1 inh-1: 0.0; hcDAF-12 act: -1.2; SMARCA2 act: 6; sPLA2-III inh: -34; DAX1 inh-2: 2.3

How did O=C1c2ccccc2[C@@H]2C[C@@H](O)[C@H](Nc3ccccc3)CCN12 do in these assays?
NPR2 activator: 1; ADAM10 inh: 0; ssDAF12 agonist: -0.1; hgDAF12 agonist: -1.3; FXN GAA850 act: -1.1; NPR1 activator: 0; DAX1 inh-1: 0.1; hcDAF-12 act: 0.1; SMARCA2 act: -2; sPLA2-III inh: 7; DAX1 inh-2: 0.6

Results for C[C@@H]1CCCCO[C@@H](CN(C)Cc2ccc(Cl)c(Cl)c2)[C@@H](C)CN([C@H](C)CO)C(=O)c2cc(NC(=O)CCC(F)(F)F)ccc2O1 ?
NPR2 activator: -3; ADAM10 inh: 1; ssDAF12 agonist: -1.1; hgDAF12 agonist: 2.1; FXN GAA850 act: -4.8; NPR1 activator: -12; DAX1 inh-1: -1.0; hcDAF-12 act: -0.9; SMARCA2 act: -4; sPLA2-III inh: -12; DAX1 inh-2: 0.6

What do the screens show for `CCOc1cc(N2CCOCC2)c(OCC)cc1NC(=O)c1cc(S(=O)(=O)N2CCOCC2)ccc1F`?
NPR2 activator: 8; ADAM10 inh: -7; ssDAF12 agonist: -1.5; hgDAF12 agonist: 1.4; FXN GAA850 act: 0.6; NPR1 activator: 6; DAX1 inh-1: 2.1; hcDAF-12 act: 0.6; SMARCA2 act: -4; sPLA2-III inh: 13; DAX1 inh-2: 0.1

How did COCC(C)N1CC(O)=C(c2nc(-c3ccc(Cl)cc3)cs2)C1=N (configuration not stated) do in these assays?
NPR2 activator: -6; ADAM10 inh: 3; ssDAF12 agonist: -0.8; hgDAF12 agonist: -1.4; FXN GAA850 act: 4.4; NPR1 activator: -2; DAX1 inh-1: 0.4; hcDAF-12 act: -1.7; SMARCA2 act: -2; sPLA2-III inh: 1; DAX1 inh-2: 0.2

What do the screens show for `CC(=O)Nc1ccc2sc(NC(=O)CN3CCOCC3)nc2c1`?
NPR2 activator: 5; ADAM10 inh: -1; ssDAF12 agonist: -0.1; hgDAF12 agonist: 1.5; FXN GAA850 act: -0.4; NPR1 activator: 3; DAX1 inh-1: 0.0; hcDAF-12 act: 0.6; SMARCA2 act: -2; sPLA2-III inh: 0; DAX1 inh-2: 2.9

What do the screens show for `CC(=O)N1CCN(c2nnc(-c3ccc(C)cc3)c3ccccc23)CC1`?
NPR2 activator: 4; ADAM10 inh: 2; ssDAF12 agonist: 1.1*; hgDAF12 agonist: -2.3; FXN GAA850 act: 1.1; NPR1 activator: 7; DAX1 inh-1: -0.6; hcDAF-12 act: 0.5; SMARCA2 act: -2; sPLA2-III inh: -3; DAX1 inh-2: 0.2

What do the screens show for `CCCSc1ccc([C@H]2N[C@@](C)(C(=O)OC)[C@H]3C(=O)N(C)C(=O)[C@@H]23)cc1OC`?
NPR2 activator: 1; ADAM10 inh: -16; ssDAF12 agonist: -1.4; hgDAF12 agonist: -2.9; FXN GAA850 act: 0.2; NPR1 activator: 4; DAX1 inh-1: 0.2; hcDAF-12 act: -0.8; SMARCA2 act: -1; sPLA2-III inh: -1; DAX1 inh-2: 0.9

What do the screens show for `Cc1cccc(Nc2nc(N)c(C#N)c(CC#N)c2C#N)c1`?
NPR2 activator: 1; ADAM10 inh: -12; ssDAF12 agonist: -1.9; hgDAF12 agonist: -3.2; FXN GAA850 act: 8.2*; NPR1 activator: 16; DAX1 inh-1: -1.1; hcDAF-12 act: -1.7; SMARCA2 act: -6; sPLA2-III inh: -13; DAX1 inh-2: -0.2

Results for COc1cc(CCN(C(C)=O)C2C(=O)Nc3ccccc3N=C2c2ccc3c(c2)OCO3)cc(OC)c1 (configuration not stated) ?
NPR2 activator: -7; ADAM10 inh: -9; ssDAF12 agonist: -1.5; hgDAF12 agonist: 0.6; NPR1 activator: -9; DAX1 inh-1: -1.1; hcDAF-12 act: 0.8; SMARCA2 act: 0; sPLA2-III inh: -4

How did Cc1sc(NC(=O)CSc2nnc(CCNC(=O)c3cccs3)n2C)nc1-c1ccccc1 do in these assays?
NPR2 activator: -9; ADAM10 inh: 4; ssDAF12 agonist: -1.3; hgDAF12 agonist: -2.1; FXN GAA850 act: 0.4; NPR1 activator: 0; DAX1 inh-1: -0.7; hcDAF-12 act: -1.1; SMARCA2 act: -2; sPLA2-III inh: -3; DAX1 inh-2: 1.9

Results for CCOC(=O)C1(CCOC)CCN(Cc2ccccc2-c2ccco2)CC1 ?
NPR2 activator: 5; ADAM10 inh: 3; ssDAF12 agonist: -0.7; hgDAF12 agonist: 2.9; FXN GAA850 act: 1.3; NPR1 activator: -3; DAX1 inh-1: -0.1; hcDAF-12 act: -1.2; SMARCA2 act: 0; sPLA2-III inh: -5; DAX1 inh-2: -0.1

Results for Cn1c(=O)n(C)c2cc([N+](=O)[O-])c(N3CCN(S(=O)(=O)c4ccc5ccccc5c4)CC3)cc21 ?
NPR2 activator: -3; ADAM10 inh: -4; ssDAF12 agonist: -0.8; hgDAF12 agonist: -0.8; FXN GAA850 act: 1.2; NPR1 activator: 0; DAX1 inh-1: 0.3; hcDAF-12 act: -2.4; SMARCA2 act: -2; sPLA2-III inh: 3; DAX1 inh-2: -0.3
